# Assay outcomes: PubChem BioAssay, National Center for Advancing Translational Sciences (NCATS)
# Rab9 promoter act – activates the Rab9 promoter; Huh7 Rab9 promoter-luciferase reporter, luminescence, 24 h; Potency, µM (top dose mostly 9.22 µM), for the others: top-dose activation, negative = inhibition, hits mostly activators; hit rate 2.8% among 320,000; AID 485297; further: potency means the concentration at half of the fitted maximal effect; % of control where 0% means no effect; nearly all actives have a fitted effect of over 60% in size
#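 Stable Rab9-luc Huh7, 1500 cells/well, 2 h settle; cmpd in DMSO, 24 h, 37 °C/5% CO2; luciferase reagent 10 min RT; luminescence.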
# p53 reactivator – restores transcriptional activity of mutant p53; H1299 p53-A138V BP100-luciferase reporter, luminescence, 24 h; Potency, µM (series often up to 92.2 µM), inactives show top-dose activity change, positive = activation, hits mostly activators; hit rate 0.063% among 320,000; AID 504706; further: potency means the concentration at half of the fitted maximal effect; % of control where 0% means no effect; nearly all actives have a fitted effect of over 45% in size
#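 H1299 (p53-null), stable ts p53-A138V + BP100-Luc; 1000 cells/well, Opti-MEM/10% FBS; cpd 4 pt, 1:5; 24 h, 37 deg C, 5% CO2; detection reagent 10 min RT; luminescence.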
# RORgamma inh – ROR gamma (mouse) transcription inhibition; Drosophila S2 Gal4-RORgamma UAS-luciferase reporter, 20 h; Potency, µM (doses to about 53.6 µM), for the others: top-dose activity change, negative = inhibition, actives largely listed as inhibitors; hit rate 5.4% among 310,000; AID 2551; further: potency means the concentration at half of the fitted maximal effect; on the % scale 0 is the no-effect control and ±100 the full control effect; nearly all actives have a fitted effect of over 60% in size
# Target sequence (P51450 whole entry, looked up, the tested form may be a part): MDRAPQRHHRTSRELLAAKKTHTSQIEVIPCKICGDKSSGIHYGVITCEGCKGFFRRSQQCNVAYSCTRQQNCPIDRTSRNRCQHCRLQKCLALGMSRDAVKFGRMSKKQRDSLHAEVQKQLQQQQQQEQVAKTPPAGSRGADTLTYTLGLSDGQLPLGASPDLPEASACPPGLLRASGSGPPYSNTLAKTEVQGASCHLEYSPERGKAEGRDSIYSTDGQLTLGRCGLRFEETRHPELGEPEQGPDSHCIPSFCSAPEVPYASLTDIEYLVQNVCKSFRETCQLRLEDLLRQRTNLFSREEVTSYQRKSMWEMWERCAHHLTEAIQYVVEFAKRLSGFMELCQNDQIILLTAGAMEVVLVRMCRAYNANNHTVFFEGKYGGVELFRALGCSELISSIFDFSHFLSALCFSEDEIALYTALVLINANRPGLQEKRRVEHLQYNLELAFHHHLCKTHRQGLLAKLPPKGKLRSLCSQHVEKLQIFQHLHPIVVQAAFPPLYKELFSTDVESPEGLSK
#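 Drosophila S2 cells stably expressing Gal4-DBD/mouse RORγ fusion under metallothionein promoter plus UAS-luciferase; compound 1 h, then 700 uM CuSO4 induction for 20 h at ambient temperature; inhibition read as reduced luminescence.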
# Tb PFK inh – T. brucei PFK enzyme inhibition. O15648. T. brucei PFK, ADP-Glo luminescence. Potency, µM (top dose mostly 57.5 µM), without a hit: at the top dose activity, negative = inhibition, usual class: inhibitors. hit rate 0.17% among 330,000. AID 485367;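 further: potency means the concentration at half of the fitted maximal effect; 0% = uninhibited 1x PFK enzyme wells and -100% = no-enzyme wells; nearly all actives have a fitted effect of over 60% in size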
# Target sequence (O15648 whole entry, looked up): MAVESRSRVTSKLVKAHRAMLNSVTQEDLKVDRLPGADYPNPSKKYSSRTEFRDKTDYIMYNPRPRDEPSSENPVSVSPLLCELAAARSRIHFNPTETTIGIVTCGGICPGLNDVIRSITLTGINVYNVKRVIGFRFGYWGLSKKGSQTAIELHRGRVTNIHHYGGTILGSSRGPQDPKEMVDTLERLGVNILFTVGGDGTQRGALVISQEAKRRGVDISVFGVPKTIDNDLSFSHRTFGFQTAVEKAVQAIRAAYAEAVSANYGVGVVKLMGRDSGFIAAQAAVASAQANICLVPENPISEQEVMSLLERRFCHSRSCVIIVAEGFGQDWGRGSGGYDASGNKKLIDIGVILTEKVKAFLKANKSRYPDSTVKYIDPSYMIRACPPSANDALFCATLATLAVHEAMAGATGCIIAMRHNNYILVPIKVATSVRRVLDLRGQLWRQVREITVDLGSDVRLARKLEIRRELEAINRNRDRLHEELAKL
#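 Activity is normalized to no-enzyme wells (full inhibition) and 1.25 nM enzyme wells (no inhibition). Reaction: 0.5 mM F6P, 0.1 mM ATP, 45 min RT, ADP-Glo luminescence; concentration-response curves fitted and classed by quality.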
# TRPV1 agonist – human TRPV1 agonism; activation, % at 8.33 µM; TRPV1-expressing cells, Fluo-8 calcium influx, agonist mode; hit rate 0.19% among 320,000; in the data active means activation above about 80%; inconclusive means between about 30% and that limit; further: 0% is about no effect
#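 Cells expressing TRPV1 were dye-loaded with Fluo-8 and read kinetically: 10 s baseline, 3 min after compound (agonist portion), then 2 min after EC20 capsaicin (allosteric enhancer portion). Calcium-bound dye fluorescence at 480/520 nm.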
# NPC1 promoter act – NPC1 promoter activation | Potency, µM (series often up to 9.22 µM), inactives show at the top dose activation, hits mostly activators | Huh7 NPC1 promoter luciferase reporter, 24 h | AID 485313 | hit rate 2.4% among 320,000;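 further: potency means the concentration at half of the fitted maximal effect; % of control where 0% means no effect; nearly all actives have a fitted effect of over 60% in size; reporter is driven by a mutant NPC1 promoter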
#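 Huh7 reporter cells (NPC1 promoter driving luciferase) are dosed with compound for 24 h at 37 °C, 5% CO2; luciferase detection reagent is then added and luminescence measured after 10 min at ambient temperature.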
# Gal4-VP16 FLuc – inhibits Gal4-VP16 luciferase reporter, ROR gamma counter-screen; hit rate 3.5% among 310,000; AID 2546; Potency, µM (doses to about 53.6 µM), inactives show at the highest dose activity, negative = inhibition, hits mostly inhibitors; Drosophila S2 Gal4-VP16 UAS-luciferase, luminescence, 20 h;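 further: Gal4-VP16 expression switched on by copper sulfate through the metallothionein promoter; potency means the concentration at half of the fitted maximal effect; on the % scale 0 is the no-effect control and ±100 the full control effect; nearly all actives have a fitted effect of over 50% in size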
# ELG1 genotoxic – genotoxicity induction in ELG1-luciferase HEK293T cells; Potency, µM (series often up to 46 µM), without a hit: top-dose activity change, positive = activation, usual class: activators; HEK293T ELG1-luciferase reporter, luminescence, 16 h; hit rate 1.3% among 330,000; further: potency means the concentration at half of the fitted maximal effect; % of control where 0% means no effect; nearly all actives have a fitted effect of over 60% in size
#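 Reporter readout depends on ELG1 protein level, which increases with genetic stress. After 16 hr compound exposure at 37 °C, luciferase activity was quantified using ONE-Glo.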
# ELG1 DNA repair – blocks ELG1-dependent DNA repair in HEK293T cells; AID 504467; Potency, µM (doses to about 46.1 µM), for inactives: at the top dose activity change, negative = inhibition, usual class: inhibitors; HEK293T ELG1-luciferase reporter, luminescence, 16 h; DNA damage induced by 5-fluorouridine; hit rate 2.3% among 330,000; further: potency means the concentration at half of the fitted maximal effect; on the % scale 0 is the no-effect control and ±100 the full control effect; nearly all actives have a fitted effect of over 55% in size
#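 Cells (2,000 per well) received 5-fluorouridine plus test compound or DMSO and were incubated 16 hr at 37 °C, 5% CO2. Luciferase activity was read by luminescence 30 min after ONE-Glo addition; signal suppression marked inhibition of damage-induced ELG1 function.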
# BRCA1 expr act – activators of BRCA1 expression; Potency, µM (top dose mostly 46.1 µM), for the others: top-dose activation, hits mostly activators; MCF7-BRCA1-FFLuc reporter, luminescence, 48 h; response scale: scaled: vehicle 0%, 10 µM genistein 100%; AID 624202; hit rate 1.1% among 380,000; further: potency means the concentration at half of the fitted maximal effect; nearly all actives have a fitted effect of over 80% in size; some results filed as inactive show a strong effect at the top dose
#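 Quantitative HTS in MCF7 cells stably reporting BRCA1 expression via firefly luciferase. Compound treatment lasts 48 h at 37 °C in phenol-red free MEM. Activation is expressed relative to genistein at 10 microM and DMSO.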
# FLuc counter – counter-screen for miR-21 project: firefly luciferase inhibitors or activators | Potency, µM (series often up to 57.5 µM), for inactives: at the top dose activity change, negative = inhibition, usual class: inhibitors | hit rate 6.9% among 360,000 | purified FLuc, Km substrates, luminescence inhibition | P08659;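 further: potency means the concentration at half of the fitted maximal effect; plate controls were vehicle for no effect and reference inhibitor for full effect; nearly all actives have a fitted effect of over 55% in size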
#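 Purified P. pyralis luciferase (10nM final) with 10uM D-luciferin and 10uM ATP (Km levels) in 50mM Tris acetate pH 7.5, 10mM Mg acetate, 0.01% Tween-20, 0.05% BSA; qHTS 6-point titration, ~60 µM downward; luminescence read.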
# Starred values were filed as active, the others as inactive; ? = inconclusive; nt = not tested or not shown; [ ] = dose if it differs, or a comment. Unless noted, the call rests on the fitted dose curve; in most records, active means well fitted curve in the direction sought with a large enough effect; inconclusive means small, poorly fitted or top-dose-only effect, or another doubt; inactive means no such curve, though single readings can be large; an effect the other way counts as inactive or inconclusive.
SMILES,Rab9 promoter act,p53 reactivator,RORgamma inh,Tb PFK inh,TRPV1 agonist,NPC1 promoter act,Gal4-VP16 FLuc,ELG1 genotoxic,ELG1 DNA repair,BRCA1 expr act,FLuc counter
CCCCOC(=O)c1cc(Cl)c(O)c(OC)c1,-0.2%,0.4%,0.3%,0.0%,0.0,0.0%,1.0%,1.8%,?,0.0%,-7.8%
COc1ccc(C(=O)NNC(=O)CSc2nc3c(c(=O)n(C)c(=O)n3C)n2C)cc1,0.1%,-3.3%,-15.1%,-2.4%,2.4,-5.4%,-2.0%,5.7%,?,0.5%,1.5%
Cc1c(Br)cc(C(=O)N2CCCC2)c(C)c1C,-5.4%,-9.4%,?,-4.7%,-4.5,-1.1%,-12.3%[0.365 µM],?,15.4%,-0.2%,10.2%
O=C(NC1CC(=O)N(c2ccccc2)C1)C(=O)c1c[nH]c2ccccc12 (stereo not given),3.3%,2.7%,nt,-13.9%,0.6,3.3%,nt,-6.0%,5.0%,0.7%,1.3%
Cc1cc(C)c(NC(=O)c2cccs2)c(C)c1NC(=O)c1cccs1,5.1%,-1.7%,-29.5%,-1.3%,-0.1,-2.7%,12.5%,-5.1%,-3.6%,1.6%,-1.3%
Cc1cccc(NC(=O)CSc2nnc([C@H](C)NC(=O)OC(C)(C)C)o2)c1C,-7.9%,5.8%,4.7%,2.1%,-2.2,-1.9%,-3.1%,-2.1%,-0.6%,0.0%,0.3%
COc1cccc(Cn2c(=O)ccc3ccccc32)c1,13.8%,-0.1%,4.0%,-0.6%,2.1,8.4%,6.5%,6.1%,?,6.0%,-13.7%
O=C(CCNC(=O)C1CCN(S(=O)(=O)c2ccccc2)CC1)NCc1ccncc1,-0.7%,-1.8%,1.8%,-1.8%,0.9,-1.4%,-0.6%,-1.3%,-3.2%,-5.7%,-2.1%
CC(C)CC(C(=O)NC1CCCC1)N(Cc1ccc2c(c1)OCO2)C(=O)c1snc(C(N)=O)c1N (stereo not given),-14.1%,3.8%,38.7%,2.6%,9.4,-6.7%,-5.3%,-11.1%,?,3.9%,-2.2%
S=C(Nc1ccccc1)N1CCN(c2ccc(N3CCOCC3)nn2)CC1,-8.1%,6.8%,12.7%,0.3%,2.1,-6.8%,-3.8%,9.9%,-5.7%,5.1%,2.1%
CCc1ccc(OCC(=O)NNC(=O)Cc2cccs2)cc1,1.9%,-0.1%,-8.9%,0.0%,16.6,-0.4%,-0.2%,-0.6%,22.9%,-1.8%,0.7%
CCc1nnc(NC(=O)CSc2nnc(Cc3cccn3C)n2C)s1,-0.3%,-0.3%,15.3%,0.3%,1.1,1.3%,-2.2%,2.7%,-3.4%,-5.8%,-0.7%
CC(C)Nc1nc(Oc2ccc(Cl)cc2)cc(C(F)(F)F)n1,7.7%,8.0%,41.2%,9.5%,10.7,1.6%,-22.4%,-1.5%,0.0%,1.7%,4.0%
CCN(c1ccc(OC)cc1)S(=O)(=O)c1nnc(NC(=O)COc2ccccc2)s1,-1.5%,-3.2%,27.7%,22.9%,0.2,3.4%,-2.4%,-3.6%,-3.4%,-21.4%,-0.1%
COCCN(C(=S)Nc1cccc(OC)c1)C1CCN(C(C)=O)CC1,1.4%,1.6%,-15.0%,4.7%,1.0,-2.3%,-4.3%,1.7%,4.1%,-1.1%,-0.1%
Cc1ccccc1OCC(=O)NC(=S)Nc1ccc(Br)c(C)n1,-5.0%,16.3%,-22.8%,3.1%,-0.3,-1.0%,0.5%,1.1%,0.0%,-2.9%,-1.0%
COCCOC(=O)C1=C(C)N=c2s/c(=C\c3cccs3)c(=O)n2C1c1cccs1 (stereo not given),-8.7%,24.5%,17.2%,0.3%,-2.2,-2.6%,-3.0%,-33.0%[inhibitor],14.6µM*,-25.0%,0.2%
O=C(COC(=O)c1ccco1)Nc1cc(S(=O)(=O)N2CCOCC2)ccc1Cl,nt,-7.8%,nt,0.3%,nt,nt,nt,0.8%,-0.1%,0.7%,nt
CC(C)Cc1ccc(-c2cc(=O)[nH][nH]2)cc1,16.7%,13.7%,13.7%,-4.3%,4.7,0.2%,29.7%,4.0%,9.1%,-4.6%,16.9µM*
Cn1nc(C(F)(F)F)c2cc(NC(=O)OCC(C)(C)C)sc21,9.5%,0.8%,-1.6%,-12.5%,27.4,-5.7%,-11.8%,-4.0%,?,-19.8%,-17.7%
COc1cc(NC(=O)c2cc3ccccc3cc2O)c(OC)cc1Cl,-7.0%,4.3%,?,2.0%,19.6,?,-80.3%,-6.3%,nt,-65.4%,9.53µM*
Cn1nccc1C(=O)OCC(=O)Nc1ccc(S(N)(=O)=O)cc1,2.4%,5.6%,-31.7%,-13.8%,0.8,-1.9%,-5.7%,-0.5%,16.7%,-10.2%,-0.9%
O=C(CSc1nc(-c2ccc(F)cc2)cs1)Nc1ccccn1,-3.3%,-0.9%,-18.4%,0.1%,10.4,-1.4%,-6.6%,6.7%,4.5%,-1.4%,-0.7%
O=C(CCN1C(=O)c2ccc([N+](=O)[O-])cc2C1=O)Nc1nccs1,-2.6%,-3.8%,-24.7%,2.3%,0.5,-1.9%,27.2%,0.2%,3.9%,12.6%,-0.4%
CC(=O)Cc1nsc(NC(=O)c2c(-c3ccccc3Cl)noc2C)n1,-2.2%,3.2%,26.7%,0.7%,1.7,-3.0%,1.3%,-1.4%,0.5%,12.3%,-1.3%
Cc1ccc(NC(=O)CN(c2ccc(Cl)cc2)S(=O)(=O)c2cc([N+](=O)[O-])ccc2Cl)c(C)c1,-3.4%,-6.3%,17.7%,4.1%,0.9,-6.3%,12.0%,-11.0%,-15.9%,-68.3%,5.2%
COc1ccc(/C=N/n2c(-c3cccs3)n[nH]c2=S)cc1,-0.8%,-3.9%,2.82µM*,-11.4%,nt,-2.7%,?,-1.8%,-7.2%,10.6%,0.3%
O=C(CSc1ncn[nH]1)Nc1nsc(-c2ccccc2)n1,16.1%,23.6%,-0.7%,-1.9%,1.3,11.7%,3.1%,-5.4%,-26.7%,88.4%,?
CC(C)C[C@@H](CN=[N+]=[N-])N1CCN(CC(C)C)CCC1=O,-0.6%,nt,10.2%,-2.5%,5.0,-0.8%,0.6%,0.0%,-7.7%,7.1%,-1.2%
CN(C(=O)c1ccccc1Cl)c1ccccc1C(=O)NCc1ccccc1,1.6%,-2.3%,9.3%,3.5%,-3.9,-6.4%,24.6%,-6.9%,0.0%,-7.6%,-1.0%
CN=c1scc(-c2ccccc2Br)n1/N=C/c1ccc[nH]1,?,-5.3%,?,-0.9%,5.0,?,?,0.461µM*,?,nt,1.07µM*
O=C(CSc1nnc2ccc(-c3ccncc3)nn12)N1CCCCC1,-7.6%,-4.6%,-2.0%,-0.1%,2.4,-4.4%,-2.3%,0.1%,1.4%,11.7%,-0.6%
Fc1ccccc1-c1nc(-c2ccccc2)no1,2.82µM*,?,-6.8%,-0.5%,1.4,3.55µM*,-18.3%,?,?,59.2%,0.601µM*
C/C(=N\Nc1cc(N2CCOCC2)ncn1)c1ccc(O)cc1,2.7%,4.2%,26.7%,5.3%,-3.6,-0.5%,3.6%,9.4%,21.0%,8.6%,19µM*
COc1cccc(-c2cc(C(F)(F)F)nc(N3CCC(C)CC3)n2)c1,-3.7%,9.5%,-3.4%,5.7%,3.7,1.4%,0.5%,-0.3%,-3.6%,-22.5%,-1.4%
O=C(CN1CCOCC1)Nc1ccc2c(c1)OCCO2,25.8%,9.2%,0.2%,0.5%,0.5,25.1%,16.4%,10.2%,?,28.2%,?
Cc1cc(Cl)ccc1NC(=S)N1CCN(C(=O)c2ccco2)CC1,9.7%,-7.5%,-17.7%,-1.2%,1.5,1.2%,-1.5%,-2.6%,0.2%,-40.4%,2.5%
CCOc1cc(/C=C2\SC(=O)N=C2N)ccc1O,-4.5%,0.2%,-4.7%,-0.3%,2.8,0.2%,-27.8%,?,?,-38.5%,0.3%
CCC(=O)Nc1ccc(NC(=O)CSc2nnnn2CC)cc1C,-2.5%,-0.7%,11.6%,1.3%,-1.5,10.0%,-4.6%,-0.2%,0.2%,4.5%,1.7%
Cc1oc2ccc(O)cc2c1C(=O)OC(C)C,1.4%,17.4%,-2.3%,-0.6%,-1.2,-2.1%,-5.5%,15.1%,?,47.1%,15.1µM*
O=C1C2C3C=CC(CC3)C2C(=O)N1/N=C/c1ccc(O)c(O)c1 (stereo not given),-15.1%,?,?,0.0%,11.9,-15.0%,1.5%,12.7%,26.5%,8.6%,?
